# Screening data as filed in PubChem.
# DRD3 agonist: agonists of human D3 dopamine receptor | D3R DiscoveRx beta-arrestin cells, luminescence, 90 min | P35462 | 0.58% of 410,000 active | AID 652048 | max activation, %; in the data active = max activation above about 30%; also: 0% is about no effect; mostly tested at two doses, the higher about 12 µM
# Target sequence (P35462 whole entry, looked up): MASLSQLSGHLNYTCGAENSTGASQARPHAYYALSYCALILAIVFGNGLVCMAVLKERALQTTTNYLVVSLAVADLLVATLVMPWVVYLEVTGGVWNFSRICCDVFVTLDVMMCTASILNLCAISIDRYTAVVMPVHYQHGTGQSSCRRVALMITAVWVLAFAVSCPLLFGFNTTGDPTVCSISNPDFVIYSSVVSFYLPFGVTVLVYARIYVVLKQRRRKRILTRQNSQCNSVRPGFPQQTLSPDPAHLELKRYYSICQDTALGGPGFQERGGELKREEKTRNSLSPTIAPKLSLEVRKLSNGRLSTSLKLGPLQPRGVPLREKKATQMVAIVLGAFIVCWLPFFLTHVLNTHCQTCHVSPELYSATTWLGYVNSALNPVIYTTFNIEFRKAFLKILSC
#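 Agonist mode: compounds and dopamine controls were applied to plated cells for 90 min at 37 degrees C after an overnight attachment at 1500 cells/well. Luminescent read-out followed 30 - 60 minutes at room temperature with DiscoveRx detection reagent.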
# GLP-1R agonist: activates the human GLP-1 receptor. P43220. HEK293 GLP-1R CRE-luciferase, luminescence, 4-6 h; cells express a hypersensitive GLP-1R form. Potency, µM (doses to about 45.6 µM), without a hit: at the highest dose activation, actives largely listed as activators. 0.007% of 380,000 active; also: potency is read from the fitted curve at half-maximal effect; % of control where 0% means no effect
# aSyn rescue: inhibitors of alpha-synuclein toxicity in yeast | Potency, µM (doses to about 46.1 µM), inactives show at the top dose growth rescue (activation), hits mostly activators | Yeast expressing alpha-synuclein, growth rescue, BacTiter-Glo, 24 h | 0.14% of 370,000 active; also: potency is read from the fitted curve at half-maximal effect; % of control where 0% means no effect; nearly all actives have a fitted effect of over 65% in size
#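 Rescue of yeast growth: cells expressing toxic alpha-synuclein, induced in galactose at OD600 0.02, incubated with compound 24 h at 30 C. ATP luminescence quantified growth; inhibitors of toxicity appear as activators.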
# D3 antag: antagonists of human D3 dopamine receptor. D3R cells, DiscoveRx beta-arrestin luminescence, antagonist mode; active compounds read low. AID 652054. max response, negative = inhibition, %. 2.5% of 360,000 active; in the data active = max response below about -50%; inconclusive = no clear call, values can overlap the other calls; also: % is scaled to controls: 0 for no effect and ±100 for the full control effect; mostly tested at two doses, the higher about 12 µM
#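 Cells expressing the human receptor were seeded at 1500 cells/well, incubated overnight at 37 degrees C in 5% CO2, then exposed to library compounds with dopamine controls for 90 minutes at 37 degrees C before luminescent detection.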
# GLP1R inv ag: acts as inverse agonist at human GLP-1 receptor | P43220 | HEK293 GLP-1R CRE-luciferase, luminescence, 24 h; GLP-1R form is constitutively active | Potency, µM (series often up to 38.3 µM), for inactives: top-dose activity change, negative = inhibition, usual class: inhibitors | 1.6% of 410,000 active; also: potency is read from the fitted curve at half-maximal effect; % is scaled to controls: 0 for no effect and ±100 for the full control effect; nearly all actives have a fitted effect of over 55% in size
#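 Readout was luciferase luminescence, measured 12 min after detection reagent at room temperature. Beforehand, GLP-1R reporter HEK293 cells had sat 12 h, then received compounds for 24 hr at 37 deg C.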
# PTHR1 agonist: agonists of human PTHR1 parathyroid hormone receptor | Potency, µM (titrated, usually from 115 µM), inactives show at the top dose activation, hits mostly activators | HEK293 GP2 PTHR1 cells, GloSensor cAMP luminescence, 1 h | 0.075% of 410,000 active | Q03431 | AID 743266; also: potency is read from the fitted curve at half-maximal effect; nearly all actives have a fitted effect of over 55% in size; some results filed as inactive show a strong effect at the top dose; inactives centre near -15; many of its hits are not listed in these tables
# Target sequence (Q03431 whole entry, looked up): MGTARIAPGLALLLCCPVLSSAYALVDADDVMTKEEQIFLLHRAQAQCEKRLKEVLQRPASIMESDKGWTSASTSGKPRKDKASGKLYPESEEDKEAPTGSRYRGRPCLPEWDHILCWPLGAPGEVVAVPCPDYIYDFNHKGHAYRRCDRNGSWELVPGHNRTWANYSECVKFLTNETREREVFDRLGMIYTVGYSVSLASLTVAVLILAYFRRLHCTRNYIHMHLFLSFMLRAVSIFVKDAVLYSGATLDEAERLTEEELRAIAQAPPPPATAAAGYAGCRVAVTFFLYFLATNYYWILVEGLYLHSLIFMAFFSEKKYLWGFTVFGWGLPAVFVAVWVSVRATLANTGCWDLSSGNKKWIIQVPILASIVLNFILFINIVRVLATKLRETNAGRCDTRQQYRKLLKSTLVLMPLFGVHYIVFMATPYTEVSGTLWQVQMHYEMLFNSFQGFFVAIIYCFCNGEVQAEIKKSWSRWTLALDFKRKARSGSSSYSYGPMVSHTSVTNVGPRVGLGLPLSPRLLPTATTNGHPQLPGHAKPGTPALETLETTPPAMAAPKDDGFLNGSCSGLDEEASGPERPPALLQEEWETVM
#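 HEK-293-derived GP2 cells expressing PTHR1 and a GloSensor cAMP reporter, 3,000/well, plated overnight, given luciferin plus IBMX (each 0.5 mM as added) for 1 h at 37 °C, then compound for 1 h at 37 °C. Luminescence was read after 15 min at room temperature.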
# GLP1R cytotox: cytotoxicity counter-screen for GLP-1 receptor inverse agonists; Potency, µM (top dose mostly 38.3 µM), without a hit: at the highest dose activity change, negative = inhibition, hits mostly inhibitors; AID 624418; HEK293 cAMP-luciferase reporter cells, luminescence, 24 h; 0.13% of 410,000 active;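 also: loss of luciferase light is scored as toxicity; potency is read from the fitted curve at half-maximal effect; % is scaled to controls: 0 for no effect and ±100 for the full control effect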
#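 1536-well qHTS counterscreen of the MLSMR; 200 cells/uL, 12 h pre-incubation, 23 nL cpd, 24 h at 37 deg C 5% CO2, luciferase detection reagent, 12 min RT, luminescence. Inhibition = undesired.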
# KB-V1 MDR tox: KB-V1 MDR subline cytotoxicity | Potency, µM (series often up to 46.1 µM), for the others: at the highest dose activity change, negative = cytotoxicity, hits mostly cytotoxic | KB-V1 MDR cells viability, CellTiter-Glo, 72 h | 3.4% of 400,000 active; also: potency is read from the fitted curve at half-maximal effect; % is scaled to controls: 0 for no effect and ±100 for the full control effect; nearly all actives have a fitted effect of over 60% in size
#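 Cells of the MDR subline KB-V1 are plated, dosed with compound at multiple concentrations, and incubated 72 h at 37 degrees C; CellTiter-Glo is then added and luminescence read after 10 min.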
# TDP-43 yeast inh: rescues yeast growth from TDP-43 toxicity; Potency, µM (doses to about 46.1 µM), without a hit: at the highest dose growth rescue (activation), actives largely listed as activators; TDP-43 expressing yeast growth rescue, BacTiter-Glo, 24 h; 1.8% of 410,000 active; also: potency is read from the fitted curve at half-maximal effect; % of control where 0% means no effect; nearly all actives have a fitted effect of over 50% in size
#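 Cell-based yeast growth screen: TDP-43 expression induced in galactose, inoculum OD600=0.02 after raffinose pregrowth to mid-log. Read-out BacTiter-Glo luminescence at 24 hr, 30 deg C; inhibition of toxicity seen as signal increase.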
# An asterisk follows results filed as active; i = inactive; ? = inconclusive; . = no result given; & = joins results of further samples; [ ] = remark or other dose. Unless noted, calls follow the shape of the dose curve; as a rule, active = well fitted curve in the direction sought with a large enough effect; inconclusive = small, poorly fitted or top-dose-only effect, or another doubt; inactive = no such curve, though single readings can be large; an effect the other way counts as inactive or inconclusive. Some of the compounds tested. The share of hits here may be higher or lower than overall.
SMILES,DRD3 agonist,GLP-1R agonist,aSyn rescue,D3 antag,GLP1R inv ag,PTHR1 agonist,GLP1R cytotox,KB-V1 MDR tox,TDP-43 yeast inh
Cc1ccc(C)c2c1CCC(=Cc1ccccc1[N+](=O)[O-])C2=O,2,7%,5%,2,?,-16%,-8%,-23%,13%
Cc1cccc(C2Nc3ccccc3C(=O)N2c2ccc(F)cc2)n1 (stereo not drawn),-11,2%,-2%,3,0%,18%[57.5 µM],7%,-21%,6%
CC(=O)Nc1sc(C)c(C)c1C(=O)OCC(=O)NCc1ccccc1,3,2%,3%,6,-11%,-14%,12%,0%,29%
CC(C)(C)NC(=O)C(c1ccc(F)cc1)N(CCc1ccccc1)C(=O)c1ccn[nH]1 (stereo not drawn),5,9%,-5%,11,?,i,3%,?,-3%
COc1ccc(S(=O)(=O)NCCc2csc(-c3ccc(F)cc3)n2)cc1,-15,.,.,.,?,i,-11%,-17%,16µM*
Cc1ccc([N+](=O)[O-])cc1NC1OC(CO)C(O)C1O (stereo not drawn),29,-10%,2%,-8,9%,i,-9%,15%,-2%
CN1CCN(S(=O)(=O)c2ccc3c4c(cccc24)C(=O)N3)CC1,-2,10%,-4%,-7,18%,i,26%,-9%,14%
CC(C)Cc1ccc(-c2cc3nc(NCC4CC4)ccn3n2)cc1,2,25%,0%,56,?,-10%,-23%,-2%,14%
COCCN(CCOC)C(=O)N1CCOCC1,-1,1%,-6%,7,5%,-13%,1%,6%,-17%
Clc1ccc(Cn2ncc3c(N4CCN(c5ccccc5)CC4)ncnc32)cc1,13,1%,2%,13,15%,-91%[inhibitor],-8%,-9%,-8%
COCCN(C(=O)CCN1C(=O)C2CC=CCC2C1=O)c1c(N)n(CC(C)C)c(=O)[nH]c1=O (stereo not drawn),3,3%,-2%,17,19%,i,-1%,0%,16%
COc1cc2nc(=S)n3[nH]c(CCn4nc(C)cc4C)nc3c2cc1OC,-2,7%,-1%,?,-82%,i,-60%,?,-18%

# Sorted by heavy-atom count (descending): nine of the compounds above
SMILES,DRD3 agonist,GLP-1R agonist,aSyn rescue,D3 antag,GLP1R inv ag,PTHR1 agonist,GLP1R cytotox,KB-V1 MDR tox,TDP-43 yeast inh
COCCN(C(=O)CCN1C(=O)C2CC=CCC2C1=O)c1c(N)n(CC(C)C)c(=O)[nH]c1=O (stereo not drawn),3,3%,-2%,17,19%,i,-1%,0%,16%
CC(C)(C)NC(=O)C(c1ccc(F)cc1)N(CCc1ccccc1)C(=O)c1ccn[nH]1 (stereo not drawn),5,9%,-5%,11,?,i,3%,?,-3%
Clc1ccc(Cn2ncc3c(N4CCN(c5ccccc5)CC4)ncnc32)cc1,13,1%,2%,13,15%,-91%[inhibitor],-8%,-9%,-8%
COc1ccc(S(=O)(=O)NCCc2csc(-c3ccc(F)cc3)n2)cc1,-15,.,.,.,?,i,-11%,-17%,16µM*
CC(=O)Nc1sc(C)c(C)c1C(=O)OCC(=O)NCc1ccccc1,3,2%,3%,6,-11%,-14%,12%,0%,29%
CC(C)Cc1ccc(-c2cc3nc(NCC4CC4)ccn3n2)cc1,2,25%,0%,56,?,-10%,-23%,-2%,14%
CN1CCN(S(=O)(=O)c2ccc3c4c(cccc24)C(=O)N3)CC1,-2,10%,-4%,-7,18%,i,26%,-9%,14%
Cc1ccc([N+](=O)[O-])cc1NC1OC(CO)C(O)C1O (stereo not drawn),29,-10%,2%,-8,9%,i,-9%,15%,-2%
COCCN(CCOC)C(=O)N1CCOCC1,-1,1%,-6%,7,5%,-13%,1%,6%,-17%

# (cont.)
SMILES,DRD3 agonist,GLP-1R agonist,aSyn rescue,D3 antag,GLP1R inv ag,PTHR1 agonist,GLP1R cytotox,KB-V1 MDR tox,TDP-43 yeast inh
CC[N+](C)(CC)CCOC(=O)C1c2ccccc2Oc2ccccc21,3&4,1%&-1%,7%,5,-2%,i,-4%,17%,9%
CCN(CC)c1ccc(N2C(=O)/C(=C\c3cccs3)SC2=S)cc1,-8,0%,-6%,23,-28%,-30%[inhibitor],-10%,-7%,-2%
O=C(CCCOc1ccc(Cl)cc1)Nc1cccc(C(=O)O)c1,17,-1%,7%,0,7%,i,9%,0%,-16%
COc1ccc(C(=O)Cn2nc(CNc3ccc(Br)cc3)[n+]3c2CCCCC3)cc1,-15,3%,-5%,-26,?,?,7%,0%,0%
COc1ccc(-c2csc3ncnc(NCCO)c23)cc1,-6,-2%,2%,-18,?,-43%[inhibitor],-3%,-11%,-11%
O=C(c1ccc(Cl)c(Cl)c1)N(Cc1ccco1)c1ccc(O)cc1,1,2%,-7%,?,11µM*,-32%[inhibitor][57.5 µM],-3%,?,14%
CCCCNC(=O)CSc1nc2cc3c(cc2c(=O)n1CCCC(=O)NCc1ccc(OC)cc1)OCO3,9,.,.,.,7%,i,9%,.,12%
Cc1ccc(C(=O)Nc2nnc(Cc3ccccc3)s2)cc1,0,0%,2%,8,7%,i,2%,1%,3%
Cc1ccc(-c2nnc3c(C(F)(F)F)nc4ccccc4n23)cc1,-9,2%,-15%,14,0%,-3%,15%,21µM*,14%
O=S(=O)(c1ccc(-c2ccno2)s1)N1CCCCC1,0,2%,1%,-4,17%,i,1%,17%,?
C=CCNC(=S)N1CCC(C(=O)c2ccc(C)cc2)CC1,-8,3%,-14%,5,?,i,-6%,-3%,7%
CCN(CC)C(=O)CC(c1ccc(N(C)C)cc1)c1c(O)cc(OC)cc1OC (stereo not drawn),-12,0%,-1%,0,6%,-17%,?,1%,2%
O=C(O)C1CCN(C(=O)COc2ccc3c4c(c(=O)oc3c2)CCCC4)CC1,-3,-4%,0%,-2,-10%,-27%,2%,0%,13%
Cc1cc(C(F)F)n2nc(C(=O)Nc3ccc(F)cc3F)nc2n1,4,7%,2%,-54*,3%,i,0%,15%,10%
CC(CCc1ccco1)NC(=O)CCc1nnc2ccc(NCc3ccc(Cl)cc3)nn12 (stereo not drawn),0,2%,-6%,14,14%,i,-1%,?,4%
CS(=O)(=O)N1CCC(C(=O)Nc2ccccc2F)CC1,-3,-6%,-5%,3,4%,-4%[57.5 µM],-4%,0%,-10%
O=C(NCC1CC1)C1CCCN(S(=O)(=O)c2ccc(-n3cnnn3)cc2)C1 (stereo not drawn),1,14%,-1%,-26,0%,?,25%,-14%,6%
C=CCn1c(C)cc(C(=O)COC(=O)/C=C/c2cccc(OC)c2)c1C,19,8%,8%,19,?,-39%[inhibitor],-11%,0%,0%
CCC(C)NC(=O)CSC1=Nc2ccccc2C2=NC(CC(=O)NCc3ccc(F)cc3)C(=O)N12 (stereo not drawn),3,0%,-3%,28,8%,12%[57.5 µM],-3%,-22%,9%
Cc1nn(-c2ncc(C(F)(F)F)cc2Cl)c(=O)n1-c1ccc(F)cc1,3,5%,4%,6,4%,i,-3%,-25%,10%[9.22 µM]
N=c1oc2ccc([N+](=O)[O-])cc2cc1C(=O)NCc1ccccc1,-6,9%,-4%,0,11%,i,-6%,20%,-5%
COCCn1nnnc1C(c1cccs1)N1CCN(c2nc3ccccc3s2)CC1 (stereo not drawn),2,5%,?,-21,-23%,i,-2%,?,6%
Cn1c(=NN=Cc2ccccc2OCCO)sc2ccccc21,5,5%,5%,22,-5%,-21%,4%,-13%,13µM*
CCCCCn1nnnc1C1c2ccccc2C(=O)N1Cc1ccco1 (stereo not drawn),-2,-5%,-1%,-22,16%,i,0%,?,15%
CCC(C)N(C(=O)COC(=O)c1ccc(N)c([N+](=O)[O-])c1)C1CCS(=O)(=O)C1 (stereo not drawn),-2,7%,2%,38,11%,i,-26%,27%,10%
Cc1ccc(S(=O)(=O)c2nc(-c3cccs3)oc2SCc2ccc(F)cc2)cc1,4,.,.,.,?,-24%,-15%,-3%,3%
CN(CC(=O)Nc1ccc(Cl)c(C(F)(F)F)c1)CC(=O)NC1CCCCC1,-19,4%,0%,-14,?,-78%[inhibitor],-15%,-17%,12%
Cc1cc(N2CCOCC2)c2c(N)c(Br)cc(C)c2n1,2,8%,4%,-15,?,-1%,-6%,?,12%
Cc1ccc(S(=O)(=O)N2CCC(C(=O)OCC(=O)NCCc3ccccc3)CC2)cc1C,-10,-2%,22%,-12,3%,i,10%,-7%,1%
COc1cc2c(cc1OC)CN(C(=S)Nc1cccc(Cl)c1C)CC2,-6,-4%,-6%,-3,?,-11%,-7%,7%,12%
CC1(C)OC2OC3C(CNCCO)OC(c4ccccc4)OC3C2O1 (stereo not drawn),1,-1%,0%,6,0%,-17%,-11%,-9%,14%
CC(=O)c1ccc(NC(=O)c2cc3c(=O)oc4ccc(C)cc4c3s2)cc1,7,-2%,.,.,6%,-20%,5%,3%,1%
CCCCn1nnnc1C1(C)CCC(=O)N1CCCn1ccnc1 (stereo not drawn),-13,-5%,3%,-106*,-16%,-22%,?,-21%,8%
CN1C(=O)/C(=C/c2ccccc2OCc2cccc(F)c2)N(C)C1=S,-4,12%,-8%,24,5.6µM*,-19%,-4%,-17%,0%
CCOC(=O)Cc1csc(NC(=O)CSc2nc(C)cc(=O)[nH]2)n1,-4,-9%,3%,-26,3%,-10%,5%,2%,?
OCCC1CN(C/C=C/c2ccco2)CCN1Cc1ccccc1 (stereo not drawn),-10,-3%,-1%,-14,-13%,-18%,-3%,5%,-1%
CCC(C)NC(=O)CS(=O)Cc1nc(-c2ccccc2C)oc1C (stereo not drawn),11,-1%,-4%,19,14%,i,-4%,-5%,-5%
O=S(=O)(NCCN1CCOCC1)c1ccc(Cl)c(Cl)c1,-3,4%,-6%,?,5%,-8%,9%,-3%,5%
